# proKLK7 act: proKLK7 (human) activation, primary screen; purified proKLK7, EDANS-DABCYL substrate fluorescence; 100% is mature enzyme control, 0% vehicle; 0.9% of 370,000 active; activation, % at 7 µM; P49862;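 active means activation above the mean of all tested compounds plus 3 SD, computed per campaign excluding outliers beyond control limits, cut at about 13% in these data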
# Target sequence (P49862 whole entry, looked up): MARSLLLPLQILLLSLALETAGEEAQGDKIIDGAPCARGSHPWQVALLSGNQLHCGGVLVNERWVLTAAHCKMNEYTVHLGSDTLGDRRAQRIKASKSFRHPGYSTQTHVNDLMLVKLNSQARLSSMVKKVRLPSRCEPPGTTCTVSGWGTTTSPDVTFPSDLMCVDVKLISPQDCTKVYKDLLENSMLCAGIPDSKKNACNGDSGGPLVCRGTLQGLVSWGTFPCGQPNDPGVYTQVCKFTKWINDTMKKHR
# ASAP1 GAP inh: blocks human ASAP1-stimulated Arf1 GTP hydrolysis; GDP FP detection; Q9ULH1; inhibition, % at 16.5 µM; 0.19% of 360,000 active; in the data active means inhibition above about 25%;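 further: 0% = vehicle with enzyme and substrate and 100% = no enzyme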
# UHRF1 MBD2 ctr: UHRF1 methyl-DNA binding inhibition | Q96T88 | inhibition, % at 4.4 µM | UHRF1 binding to methylated oligo, TR-FRET | 0.75% of 370,000 active | AID 687016; in the data active means inhibition above about 21%;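 further: UHRF1 SRA domain binding a hemimethylated CpG hairpin DNA probe; 0% = median of test compound wells and 100% = reference inhibitor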
# DDE Tn6 FP inh: DD(E)-Tn6 binding inhibition, primary FP screen; Fibrin DD(E) TRITC-Tn6 fluorescence polarization displacement; inhibition, % at 8.3 µM; 0.21% of 370,000 active;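 active means inhibition above a per-campaign cutoff: mean of compounds within control limits plus 3 SD, cut at about 15% in these data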;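 further: 0% = median of all compound wells on the plate and 100% = blocking peptide control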
# PLC-beta3 inh: PLC-beta3 (human) inhibition, primary screen | Q01970 | Purified PLC-beta3, fluorogenic substrate, fluorescence | inhibition, % at 12.2 µM | 0.18% of 370,000 active | AID 720704; in the data active means inhibition above about 11%;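 further: 0% = median of compound wells on plate and 100% = full blocker control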
# MBD2 DNA inh: blocks human MBD2 binding to methylated DNA. Q9UBB5. TR-FRET, MBD2 binding to methylated oligonucleotide. inhibition, % at 4.4 µM. 0.31% of 370,000 active; in the data active means inhibition above about 13%
# ARFGAP1 inhibitor: inhibits rat ARF GTPase activating protein 1 | 0.26% of 360,000 active | AID 651572 | Arfgap1-stimulated ARF1 GTP hydrolysis, GDP FP detection | Q62848 | inhibition, % at 16.5 µM;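 active means inhibition above a per-plate limit, mean inhibition of low control wells plus 3 SD, cut at about 25% in these data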;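 further: 0% = DMSO wells with enzyme and 100% = wells lacking Arfgap1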
# Target sequence (Q62848 1-136 limits assumed): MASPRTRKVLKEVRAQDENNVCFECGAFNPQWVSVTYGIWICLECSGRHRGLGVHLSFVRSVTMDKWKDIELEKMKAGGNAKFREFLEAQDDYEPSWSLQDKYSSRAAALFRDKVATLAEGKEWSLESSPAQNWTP
#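 System: truncated rat Arfgap1 GAP domain / Benchmarks: high control wells lacking Arfgap1, low control full reaction with DMSO / Times: compound-enzyme preincubation 20 min, reaction 120 min, detection 60 min, 25 °C / Repeats: one replicate per compound / Also added: human ARF1(Δ1-17)-GTP substrate / Measured by: Tracer-displacement fluorescence polarization with EDTA stop, 620/688 nm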
# ADAM17 inh: inhibitors of human ADAM17; P78536; recombinant ADAM17, EDANS/DABCYL FRET peptide cleavage; inhibition, % at 6.95 µM; 0.83% of 370,000 active; AID 720648;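 active means inhibition above the mean of compounds lying between control limits plus 3 SD, set per campaign, cut at about 8.5% in these data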;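 further: 0% = DMSO-only wells as the low control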
# Target sequence (P78536 215-824 limits assumed): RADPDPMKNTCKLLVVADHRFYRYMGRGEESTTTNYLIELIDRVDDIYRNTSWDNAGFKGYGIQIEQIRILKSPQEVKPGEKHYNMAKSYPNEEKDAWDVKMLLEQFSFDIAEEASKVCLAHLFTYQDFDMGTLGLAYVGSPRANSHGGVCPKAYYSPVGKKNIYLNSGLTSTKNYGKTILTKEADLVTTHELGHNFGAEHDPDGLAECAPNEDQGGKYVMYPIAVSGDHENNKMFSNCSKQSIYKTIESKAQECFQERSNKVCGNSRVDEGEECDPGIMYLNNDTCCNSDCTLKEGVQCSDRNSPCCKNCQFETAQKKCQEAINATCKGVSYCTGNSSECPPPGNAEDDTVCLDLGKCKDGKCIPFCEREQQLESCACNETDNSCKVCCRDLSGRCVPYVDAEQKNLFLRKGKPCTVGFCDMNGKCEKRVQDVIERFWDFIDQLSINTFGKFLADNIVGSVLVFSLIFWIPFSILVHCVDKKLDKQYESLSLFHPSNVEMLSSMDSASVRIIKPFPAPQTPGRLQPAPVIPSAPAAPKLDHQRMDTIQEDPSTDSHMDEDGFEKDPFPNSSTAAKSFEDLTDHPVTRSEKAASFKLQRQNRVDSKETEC
# PLC-gamma1 inh: inhibitors of human phospholipase C gamma1; P19174; purified PLC-gamma1, fluorogenic substrate, fluorescence; 0.84% of 370,000 active; inhibition, % at 12.2 µM; in the data active means inhibition above about 9.5%
# DDE Tn7 FP inh: DD(E)-Tn7 binding inhibition, primary FP screen. inhibition, % at 8.3 µM. P02675. AID 720508. FP displacement of FITC-Tn7 peptide from fibrin DD(E); 0% = median of compound wells per plate. 0.13% of 370,000 active;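 active means inhibition above the mean of compounds falling within the control limits plus 3 SD of them, cut at about 14% in these data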;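 further: 0% = plate median of compound wells and 100% = 10 µM Aha-Tn7 peptide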
#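 Also added: labelled Tn7 tracer, 0.1 µM; Assay system: human fibrin DD(E) protein; Amount: 2 µM fibrin DD(E); Schedule: 10 min compound pre-incubation, 3 h probe incubation at room temperature; Repeats: one replicate per compound; Read-out basis: percent inhibition; Measured by: fluorescence polarization of the labelled Tn7 tracer.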
# * = called active by the depositor. An unsorted share of the library; about 4.1% have a hit in one of these screens.
1. COCc1cc(C)nc2sc(C(=O)NCCO)c(-n3cccc3)c12
2. CCCn1c(SCC(=O)c2c(N)n(C3CC3)c(=O)[nH]c2=O)nnc1-c1ccncc1
3. O=C(NCCN1C(=O)S/C(=C/c2cccnc2)C1=O)c1ccc(S(=O)(=O)N2CCCC2)cc1
4. CC(C)CCn1nnnc1C(c1ccc(F)cc1)N1CCN(C(=O)c2ccco2)CC1 (stereo unspecified)
5. CCCCc1nc2ccccc2c(NC(=O)CN2CCN(C)CC2)c1CCC
6. Cc1cc(C)c2c3c(sc2n1)C1(CCSCC1)C(C#N)=C(N)O3
entry no.,1,2,3,4,5,6
proKLK7 act,-1.6,-0.2,0.5,-0.5,0.1,1.4
ASAP1 GAP inh,0,5,11,-11,11,-2
UHRF1 MBD2 ctr,3,7,-2,9,9,-1
DDE Tn6 FP inh,-4,-4,6,-1,-6,5
PLC-beta3 inh,4,-7,5,2,32*,-18
MBD2 DNA inh,-5,-1,-5,-3,9,-2
ARFGAP1 inhibitor,5,11,12,5,12,-7
ADAM17 inh,2,-2,1,-1,-4,-2
PLC-gamma1 inh,3,-1,3,-2,31*,-13
DDE Tn7 FP inh,-8,-6,6,0,1,-3

7. Cc1ccc(Cl)cc1NC1=C/C(=N\S(=O)(=O)c2cccs2)c2ccccc2C1=O
8. CCN1C(=O)[C@@H]2[C@@H](c3ccc(SC4CCCCC4)cc3)N3CCCC[C@@]3(C(=O)OC)[C@@H]2C1=O
9. CC(C)n1nnnc1SCC(=O)NCc1ccc2c(c1)OCO2
10. CC(=O)Nc1ccc(S(=O)(=O)N(CCCN2CCOCC2)Cc2cccs2)cc1
11. CCOCCNC(=O)c1ccc2c3c(cccc13)CC2
12. N#CC1=C(N)C(C#N)(C#N)[C@H](c2c(F)cccc2F)[C@H]2CC3(CC=C12)OCCO3
entry no.,7,8,9,10,11,12
proKLK7 act,0.3,-0.3,0.1,-0.3,1.9,1.1
ASAP1 GAP inh,19,10,-3,-3,19,0
UHRF1 MBD2 ctr,-4,-2,9,0,-2,-4
DDE Tn6 FP inh,53*,2,2,9,8,-1
PLC-beta3 inh,2,-3,6,2,-33,-104
MBD2 DNA inh,-4,3,9,2,-1,0
ARFGAP1 inhibitor,11,-3,-6,-1,4,14
ADAM17 inh,1,1,-2,1,-57,-21
PLC-gamma1 inh,3,-2,2,0,-29,-71
DDE Tn7 FP inh,-2,-8,-1,4,-4,16*

# Some of the entries so far, with bars between the fields.
no. | mol | proKLK7 act | ASAP1 GAP inh | UHRF1 MBD2 ctr | DDE Tn6 FP inh | PLC-beta3 inh | MBD2 DNA inh | ARFGAP1 inhibitor | ADAM17 inh | PLC-gamma1 inh | DDE Tn7 FP inh
10 | CC(=O)Nc1ccc(S(=O)(=O)N(CCCN2CCOCC2)Cc2cccs2)cc1 | -0.3 | -3 | 0 | 9 | 2 | 2 | -1 | 1 | 0 | 4
7 | Cc1ccc(Cl)cc1NC1=C/C(=N\S(=O)(=O)c2cccs2)c2ccccc2C1=O | 0.3 | 19 | -4 | 53* | 2 | -4 | 11 | 1 | 3 | -2
12 | N#CC1=C(N)C(C#N)(C#N)[C@H](c2c(F)cccc2F)[C@H]2CC3(CC=C12)OCCO3 | 1.1 | 0 | -4 | -1 | -104 | 0 | 14 | -21 | -71 | 16*
8 | CCN1C(=O)[C@@H]2[C@@H](c3ccc(SC4CCCCC4)cc3)N3CCCC[C@@]3(C(=O)OC)[C@@H]2C1=O | -0.3 | 10 | -2 | 2 | -3 | 3 | -3 | 1 | -2 | -8
11 | CCOCCNC(=O)c1ccc2c3c(cccc13)CC2 | 1.9 | 19 | -2 | 8 | -33 | -1 | 4 | -57 | -29 | -4
9 | CC(C)n1nnnc1SCC(=O)NCc1ccc2c(c1)OCO2 | 0.1 | -3 | 9 | 2 | 6 | 9 | -6 | -2 | 2 | -1

# The list continues.
13. CCOC(=O)N1CCN(C(=O)CNC(=O)c2ccc(Br)cc2)CC1
14. CCn1c(SCC(=O)Nc2cc(C)on2)nnc1-c1ccc(S(=O)(=O)N2CCN(C)CC2)cc1
15. COc1ccc(-c2noc(-c3cccnc3)n2)cc1OC
16. C[C@@H](NC(=O)c1[nH]cnc1C(=O)Nc1ccon1)c1ccccc1
17. Cc1noc(C)c1COc1cccc(C(=O)Nc2ccc(C#N)cc2)c1
18. COc1ccc(C(=O)OCC(=O)NC2CCCC2)c(OC)c1OC
entry no.,13,14,15,16,17,18
proKLK7 act,0.3,0.1,0.1,0.4,0.0,0.1
ASAP1 GAP inh,-14,5,-15,5,5,-7
UHRF1 MBD2 ctr,-1,0,-4,-2,0,0
DDE Tn6 FP inh,11,-5,-3,-10,-11,-9
PLC-beta3 inh,-6,1,-1,0,2,-7
MBD2 DNA inh,-3,-2,2,1,-6,0
ARFGAP1 inhibitor,-2,3,-4,4,2,9
ADAM17 inh,-1,-6,-1,-1,2,0
PLC-gamma1 inh,0,2,-1,-1,-1,-1
DDE Tn7 FP inh,0,0,0,7,4,12

19. CCCCCCN1C[C@@H](O)[C@H](n2cc(COC(=O)c3ccccc3)nn2)C[C@@H]1c1ccccc1
20. COc1ccc(Cl)cc1NC(=O)CN1CCC(n2nnc3cc(F)ccc32)CC1
21. Cc1ccc(C(=O)Nc2cccc(C(O)c3ccccc3)c2)cc1 (stereo unspecified)
22. CCOC(=O)CNC(c1ccccc1)c1cc(Br)ccc1NC(=O)CCN1CCOCC1 (stereo unspecified)
23. COc1ccccc1C(c1c(O)nc(SC)[nH]c1=O)c1c(O)nc(SC)[nH]c1=O
24. CN(CC(=O)N1CCN(c2ccccc2)CC1)S(=O)(=O)c1cccs1
entry no.,19,20,21,22,23,24
proKLK7 act,-0.1,0.2,-0.1,0.3,0.1,-0.7
ASAP1 GAP inh,13,6,-8,7,6,-15
UHRF1 MBD2 ctr,0,-1,-3,-3,-1,0
DDE Tn6 FP inh,-2,-2,-9,2,-3,-1
PLC-beta3 inh,-3,-6,-5,-2,-11,2
MBD2 DNA inh,1,-2,1,3,5,-4
ARFGAP1 inhibitor,16,0,-15,-3,10,7
ADAM17 inh,-2,-3,-1,1,-3,-1
PLC-gamma1 inh,0,0,3,0,-3,2
DDE Tn7 FP inh,-2,-8,8,2,3,-1

25. Cc1ccc(OCCNC(=O)CNC(=O)c2ccc(Cl)c([N+](=O)[O-])c2)cc1
26. CCn1nc(C(=O)Nc2nc3ccccc3[nH]2)c2ccccc2c1=O
27. c1ccc2c(c1)nnn2-c1ncnc2sccc12
28. CCN(CC(=O)Nc1cc(Cl)ccc1C)C(=O)c1cc([N+](=O)[O-])ccc1N1CCOCC1
29. COc1ccc(C(=O)C(C)OC(=O)c2nc3nccc(C)n3n2)cc1 (stereo unspecified)
30. CCOc1cc(C(=O)Nc2cc(C)ccn2)cc(OCC)c1OCC
entry no.,25,26,27,28,29,30
proKLK7 act,0.8,0.5,-0.5,0.2,1.1,0.3
ASAP1 GAP inh,-1,4,-1,-13,6,-2
UHRF1 MBD2 ctr,-1,-3,-8,-2,15,0
DDE Tn6 FP inh,3,-1,1,1,12,4
PLC-beta3 inh,-4,-1,-8,-7,-5,3
MBD2 DNA inh,-4,2,5,-1,4,-2
ARFGAP1 inhibitor,4,1,3,10,-6,3
ADAM17 inh,0,-4,-6,0,-6,4
PLC-gamma1 inh,1,-2,-2,-1,0,1
DDE Tn7 FP inh,-3,6,-4,1,2,2

# One compound at a time (already shown). Values in the order: proKLK7 act	ASAP1 GAP inh	UHRF1 MBD2 ctr	DDE Tn6 FP inh	PLC-beta3 inh	MBD2 DNA inh	ARFGAP1 inhibitor	ADAM17 inh	PLC-gamma1 inh	DDE Tn7 FP inh
# Profile of CN(CC(=O)N1CCN(c2ccccc2)CC1)S(=O)(=O)c1cccs1 = -0.7	-15	0	-1	2	-4	7	-1	2	-1
# Profile of Cc1ccc(Cl)cc1NC1=C/C(=N\S(=O)(=O)c2cccs2)c2ccccc2C1=O = 0.3	19	-4	53*	2	-4	11	1	3	-2
# Profile of CCCn1c(SCC(=O)c2c(N)n(C3CC3)c(=O)[nH]c2=O)nnc1-c1ccncc1 = -0.2	5	7	-4	-7	-1	11	-2	-1	-6

# New compounds follow.
31. Cc1cc(C)c(-n2c(SCCS(=O)(=O)c3ccc(F)cc3)n[nH]c2=O)c(C)c1
32. Cc1ccc(C)c2[nH]c(=O)c(C(c3nnnn3C(C)(C)C)N3CC=C(c4ccc(F)cc4)CC3)cc12 (stereo unspecified)
33. CCOc1cc(C(=O)Nc2cc(C)ccc2C)ccc1OCC(=O)N1CCCCC1
34. CC1CCC(NC(=O)c2[nH]c(C(F)(F)F)nc2-c2ccccc2)CC1 (stereo unspecified)
35. CCn1ncc([C@@H]2C[C@H]3CN(Cc4ccccc4C)C(=O)[C@]34CCCN24)c1C
36. COc1ccc(OCCn2ccnc2C)cc1
entry no.,31,32,33,34,35,36
proKLK7 act,-0.3,-4.1,-1.3,1.0,0.7,-0.1
ASAP1 GAP inh,-13,-6,-5,2,-1,10
UHRF1 MBD2 ctr,-1,-6,1,1,4,0
DDE Tn6 FP inh,3,9,-2,0,7,1
PLC-beta3 inh,-5,-65,3,0,-2,-2
MBD2 DNA inh,-5,2,-3,2,2,-9
ARFGAP1 inhibitor,-10,-16,-4,1,8,8
ADAM17 inh,-5,-8,3,0,0,1
PLC-gamma1 inh,0,-61,2,2,-1,-7
DDE Tn7 FP inh,-1,0,9,-5,3,-4

37. CCSc1ncc(Cl)c(C(=O)Nc2ccccc2OC)n1
38. CCOc1ccc(S(=O)(=O)n2cc(F)c(=O)[nH]c2=O)cc1[N+](=O)[O-]
39. CCc1nc(N)c(C#N)c(-c2cccc3ccccc23)c1C
40. O=C(CNc1cccc2ccccc12)N/N=C/c1ccc[nH]1
41. CC1CCOC2(O1)C(=O)Nc1ccccc12 (stereo unspecified)
42. CC(=O)N1c2ccc(S(=O)(=O)N3CCC(C(=O)Nc4ccccn4)CC3)cc2CC1C (stereo unspecified)
entry no.,37,38,39,40,41,42
proKLK7 act,0.2,0.0,0.9,8.4,0.2,-0.8
ASAP1 GAP inh,2,-2,-8,6,-1,8
UHRF1 MBD2 ctr,6,4,-1,-6,3,3
DDE Tn6 FP inh,2,0,-3,3,-3,6
PLC-beta3 inh,4,-9,-6,-73,-5,-9
MBD2 DNA inh,8,-1,1,-4,7,-2
ARFGAP1 inhibitor,10,12,2,-9,14,11
ADAM17 inh,-10,8,-4,-54,-7,-3
PLC-gamma1 inh,6,4,-4,-44,-3,0
DDE Tn7 FP inh,5,-6,4,-10,-1,9

# Bioassay records as filed in PubChem.
